High-throughput results (PubChem BioAssay)
p53 PUMA act: mutant p53 pathway reactivation; SW480 PUMA-promoter luciferase; activation, % at 9.98 µM; actives 1.5% (n = 28,000); AID 624151; in the data active means activation above about 52%; inconclusive means no clear call, values can overlap the other calls
STK33 inh: inhibitors of human STK33 kinase; actives 0.44% (n = 27,000); AID 2322; Q9BYT3; ADP-Glo luminescence, MBP substrate; inhibition, % at 12.5 µM; in the data active means inhibition above about 20%; inconclusive means no clear call, values can overlap the other calls
Target sequence (Q9BYT3 whole entry, looked up): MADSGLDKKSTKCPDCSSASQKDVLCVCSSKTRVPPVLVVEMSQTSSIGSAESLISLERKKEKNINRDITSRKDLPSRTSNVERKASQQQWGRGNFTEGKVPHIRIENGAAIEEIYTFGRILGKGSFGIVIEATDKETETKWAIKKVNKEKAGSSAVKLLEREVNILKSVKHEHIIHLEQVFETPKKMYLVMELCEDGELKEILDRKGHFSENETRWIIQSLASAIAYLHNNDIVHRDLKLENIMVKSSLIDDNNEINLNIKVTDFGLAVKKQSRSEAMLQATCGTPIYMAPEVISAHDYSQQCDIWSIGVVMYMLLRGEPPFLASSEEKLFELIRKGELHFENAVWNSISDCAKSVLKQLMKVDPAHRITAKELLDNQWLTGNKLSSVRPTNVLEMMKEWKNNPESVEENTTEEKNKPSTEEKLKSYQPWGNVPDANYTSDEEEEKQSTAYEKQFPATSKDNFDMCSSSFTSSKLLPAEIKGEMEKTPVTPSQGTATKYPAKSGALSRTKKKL
The depositor's hits bear a star; u = inconclusive; x = no result given.

Molecule	p53 PUMA act	STK33 inh
COc1ccc(CCC(=O)c2ccc(OC)cc2O)cc1	59*	-2
Cc1noc(C)c1NC(=O)N(C)C[C@H]1Oc2ccc(NC(=O)NC3CCCCC3)cc2CC(=O)N([C@@H](C)CO)C[C@H]1C	x	-1
COc1ccccc1NC(=O)CSc1nc(C)cc(C(F)(F)F)n1	-5	0
COc1ccc(S(=O)(=O)N(C)C[C@@H]2Oc3ccc(NC(=O)Nc4cccc5ccccc45)cc3C(=O)N([C@@H](C)CO)C[C@H]2C)cc1	-7	x
C[C@H](CO)N1C[C@H](C)[C@@H](CN(C)S(=O)(=O)c2ccc(C#N)cc2)OCc2cnnn2CCCC1=O	0	-1
CS(=O)(=O)c1ccc(-c2nc(-c3ccc(F)cc3)c(-c3ccncc3)[nH]2)cc1	-33	x
O=C1c2cccc3cccc(c23)C(=O)N1CCN1CCN(C(=S)Nc2cccc(S(=O)(=O)C(F)F)c2)CC1	4	6
O=c1cc(-c2ccc(O)c(O)c2)oc2cc(O)cc(O)c12	x	78*
COC(=O)c1ccccc1NC(=O)c1ccccc1NS(=O)(=O)c1cccc2cccnc12	-16	-3
CN(C)/C=N/C(=S)N1CCOCC1	6	x
CC(=O)c1cccc(NC(=S)NCCn2cc(Cl)cn2)c1	-12	8
C[C@@H]1CN([C@H](C)CO)C(=O)c2cc(NC(=O)Nc3ccc(F)cc3)ccc2O[C@@H]1CN(C)Cc1ccc2c(c1)OCO2	-18	x
COc1ccc([C@@H]2CC(=O)c3c(O)cc(O[C@@H]4O[C@H](CO[C@H]5O[C@@H](C)[C@H](O)[C@@H](O)[C@H]5O)[C@@H](O)[C@H](O)[C@H]4O)cc3O2)cc1O	x	1
CCOc1ccc(Oc2nc(Nc3ccc(C)cc3)nc(N(C)C)n2)nn1	4	0
CC(=O)OC(c1nc2ccccc2c(=O)n1C1CC2(OC1=O)c1ccccc1N1C(=O)C(C)(C)N(O)C12)C(C)C (configuration not stated)	15	-2
C[C@@H]1CCCCO[C@H](CN(C)C(=O)c2ccncc2)[C@@H](C)CN([C@H](C)CO)C(=O)c2cc(NS(=O)(=O)c3ccccc3)ccc2O1	2	-1
C[C@@H]1CCCCO[C@H](CN(C)S(=O)(=O)c2ccccc2)[C@H](C)CN([C@H](C)CO)C(=O)c2cc(NS(C)(=O)=O)ccc2O1	-1	x
Cn1c(NC(=O)c2cccc(Cn3cc(Cl)cn3)c2)nc2ccccc21	14	5
C[C@@H]1CCCCO[C@H](CN(C)C(=O)CCCN(C)C)[C@H](C)CN([C@@H](C)CO)C(=O)c2cc(NS(C)(=O)=O)ccc2O1	18	x
C[C@H](CO)N1C[C@H](C)[C@H](CN(C)Cc2ccncc2)Oc2ncc(-c3ccccc3)cc2C1=O	-7	0
CCCOc1ccc(-c2nc(SCC(N)=O)n[nH]2)cc1	u	1
C[C@@H]1CCCCO[C@H](CN(C)C(=O)C2CCCCC2)[C@H](C)CN([C@@H](C)CO)C(=O)c2cc(NC(=O)Nc3ccccc3)ccc2O1	-38	x
C[C@@H]1CCCCO[C@@H](CN(C)S(=O)(=O)c2cn(C)cn2)[C@@H](C)CN([C@H](C)CO)C(=O)c2cc(NC(=O)Nc3ccc(C(F)(F)F)cc3)ccc2O1	x	-5
Cc1noc(C)c1S(=O)(=O)N(C)C[C@H]1OCCCC[C@@H](C)Oc2ccc(NS(=O)(=O)c3ccc(Cl)cc3)cc2C(=O)N([C@H](C)CO)C[C@@H]1C	10	-10
COc1cc(O)c2c(c1)C1=C[C@H](O)[C@@H](O)C[C@]1(C)OC2=O	-7	-1
O=C(NCCc1c[nH]c2ccccc12)Nc1ccc(Cl)c(Cl)c1	10	3
CCCC#Cc1cnc2c(c1)C(=O)N([C@H](C)CO)C[C@@H](C)[C@@H](CN(C)C(=O)C1CC1)O2	4	x
C[C@H](CO)N1C[C@H](C)[C@H](CN(C)Cc2ccc3c(c2)OCO3)OCc2ccccc2-c2ccccc2C1=O	-16	x
CC(C)NC(=O)N(C)C[C@@H]1Oc2ccc(NC(=O)Nc3ccc4c(c3)OCO4)cc2C(=O)N([C@@H](C)CO)C[C@@H]1C	x	1
CNC[C@H]1Oc2ccc(NC(=O)CCC(F)(F)F)cc2CC(=O)N([C@H](C)CO)C[C@H]1C	10	-1
C[C@@H]1CCCCO[C@H](CN(C)S(=O)(=O)c2ccccc2)[C@@H](C)CN([C@H](C)CO)C(=O)c2cc(NC(=O)C3CCCCC3)ccc2O1	-3	0
CNC[C@@H]1Oc2ccc(NC(=O)CCN3CCOCC3)cc2CC(=O)N([C@@H](C)CO)C[C@H]1C	9	x
OC[C@H]1O[C@@H](OC(CCCCc2ccc(O)cc2)CCc2ccc(O)cc2)[C@H](O)[C@@H](O)[C@@H]1O (some centres not stated)	4	-4
C[C@@H](O)C#Cc1cnc2c(c1)C(=O)N([C@@H](C)CO)C[C@H](C)[C@@H](CN(C)C(=O)CN1CCOCC1)O2	3	x
COc1cc2c(cc1OC)CN(C(=O)[C@@H]1[C@H]3C(=O)O[C@H](c4ccccc4)[C@H](c4ccccc4)N3[C@H](c3ccc(OCCO)cc3)[C@@]13C(=O)Nc1ccc(C#CCNC(N)=O)cc13)CC2	x	16
Cc1noc(C)c1NC(=O)N(C)C[C@@H]1OCCCC[C@H](C)Oc2ccc(NC(=O)c3ccncc3)cc2C(=O)N([C@H](C)CO)C[C@@H]1C	-8	x
COC(=O)CCC(=O)Nc1cc([N+](=O)[O-])ccc1OC	-2	4
C[C@H]1CN([C@@H](C)CO)C(=O)c2cccc(NC(=O)NC3CCCCC3)c2O[C@H]1CN(C)S(=O)(=O)c1ccc(Cl)cc1	-19	x
C[C@H]1CN([C@@H](C)CO)C(=O)c2cccc(NC(=O)C3CCOCC3)c2O[C@@H]1CN(C)C(=O)Nc1ccccc1	2	x
CNC[C@@H]1Oc2c(NC(=O)C3CCOCC3)cccc2C(=O)N([C@H](C)CO)C[C@@H]1C	-4	x
CC1=C(CC(=O)O)c2cc(F)ccc2/C1=C\c1ccc(S(C)=O)cc1 (configuration not stated)	-5	-2
Cc1noc(C)c1NC(=O)Nc1cccc2c1O[C@@H](CN(C)Cc1ccc(Cl)c(Cl)c1)[C@H](C)CN([C@H](C)CO)C2=O	11	x
CC(C)C#Cc1ccc2c(c1)O[C@@H](CN(C)C(=O)c1ccccn1)[C@H](C)CN([C@H](C)CO)S2(=O)=O	4	x
O=C(CSc1nc2ccccc2c(=O)[nH]1)Nc1ccc(Cl)cc1Cl	10	1
C[C@@H]1CN([C@@H](C)CO)C(=O)c2cc(NS(C)(=O)=O)ccc2O[C@@H]1CN(C)S(=O)(=O)c1ccccc1	x	1

Other records
Results follow in this order: p53 PUMA act	STK33 inh
> Cc1ccc(C(=O)CSc2nc3sc(C)c(C)c3c(=O)[nH]2)cc1
 : -1	2
> COCC#Cc1ccc2c(c1)O[C@@H](CN(C)C(=O)CC1CC1)[C@@H](C)CN([C@@H](C)CO)S2(=O)=O
 : 3	x
> C[C@@H]1CN([C@@H](C)CO)C(=O)c2cccc(NC(=O)c3ccncc3)c2O[C@@H]1CN(C)Cc1ccc(C(=O)O)cc1
 : 19	x
> Cc1noc(C)c1NC(=O)Nc1ccc2c(c1)C(=O)N([C@H](C)CO)C[C@H](C)[C@H](CN(C)C(=O)Nc1ccc3c(c1)OCO3)O2
 : x	-1
> CCn1c(SCC(=O)Nc2cc3oc4ccccc4c3cc2OC)nnc1-c1cccs1
 : 9	-2
> C[C@H](CO)N1C[C@H](C)[C@@H](CN(C)Cc2ccc(Cl)c(Cl)c2)OCCCC[C@H](C)Oc2ccc(NC(=O)CCC(F)(F)F)cc2C1=O
 : -22	x
> CC(=O)c1cc2c(cc1O)OC(C)(C)C=C2
 : x	2
> COc1ccc(S(=O)(=O)N(C)C[C@@H]2Oc3ccc(NC(=O)CCN4CCOCC4)cc3C(=O)N([C@@H](C)CO)C[C@@H]2C)cc1
 : 11	-1
> Cc1cc(Br)ccc1OCC(=O)NC(=S)Nc1ccccc1C(N)=O
 : 13	0
> COc1ccc(CN(C)C[C@H]2OCCCC[C@@H](C)Oc3ccc(NS(=O)(=O)c4ccc(OC)cc4)cc3C(=O)N([C@H](C)CO)C[C@@H]2C)cc1
 : x	-2
> CNC[C@@H]1OCCCC[C@H](C)Oc2ccc(NS(=O)(=O)c3cccs3)cc2C(=O)N([C@@H](C)CO)C[C@H]1C
 : -1	x
> C[C@H](CO)N1C[C@H](C)[C@H](CN(C)Cc2ccncc2)Oc2ccc(NC(=O)CCC(F)(F)F)cc2CC1=O
 : 5	-2
> C/C=C/c1cnc2c(c1)C(=O)N([C@H](C)CO)C[C@H](C)[C@H](CN(C)C(=O)Cc1cccnc1)O2
 : 7	x
> C[C@@H]1CN([C@H](C)CO)C(=O)CCCn2cc(nn2)CO[C@@H]1CN(C)Cc1ccc(Cl)c(Cl)c1
 : -8	-1
> COc1ccc([Si](C)(C)[C@H]2[C@H](CCn3cc([C@H](O)c4ccccc4)nn3)O[C@@]3(C(=O)N(Cc4cccc(N5CCC5=O)c4)c4ccccc43)[C@@H]2C)cc1
 : x	6
> C[C@H](CO)N1C[C@H](C)[C@H](CN(C)C(=O)C2CCCCC2)OCCCC[C@H](C)Oc2ccc(NS(=O)(=O)c3ccccc3)cc2C1=O
 : -16	x
> C[C@@H]1CN([C@@H](C)CO)S(=O)(=O)c2ccc(-c3cccc(C#N)c3)cc2O[C@@H]1CN(C)Cc1ccccn1
 : -12	x
> COC(=O)c1ccc(Cl)c(NC(=O)CN(c2cccc(F)c2)S(C)(=O)=O)c1
 : 8	2
> C[C@H](CO)N1C[C@H](C)[C@@H](CN(C)C(=O)Nc2ccc3c(c2)OCO3)Oc2c(NS(=O)(=O)c3ccccc3)cccc2C1=O
 : 11	x
> COc1ccc(NC(=O)Cn2nnc(-c3ccccc3Cl)n2)c(OC)c1
 : -5	-1
> COc1ccc(NC(=O)N(C)C[C@@H]2Oc3ncc(-c4cccc(F)c4)cc3C(=O)N([C@H](C)CO)C[C@@H]2C)cc1
 : x	-2
> CC(C)NC(=O)N(C)C[C@H]1Oc2ccc(NS(C)(=O)=O)cc2C(=O)N([C@@H](C)CO)C[C@H]1C
 : x	2
> O=C(O)CCNC(=O)c1ccc(C#CC2(O)CCCCC2)cc1
 : -14	-3
> CC(C)CC#Cc1ccc2c(c1)O[C@@H](CN(C)C(=O)NC1CCCC1)[C@H](C)CN([C@@H](C)CO)S2(=O)=O
 : -20	x
> COC(=O)c1c(NC(=O)COc2cc(C)ccc2C)sc2c1CCC2
 : 7	4
> Cc1ccc(S(=O)(=O)N(C)C[C@H]2Oc3ccc(NC(=O)CCC(F)(F)F)cc3CC(=O)N([C@@H](C)CO)C[C@H]2C)cc1
 : x	-3
> CC(=O)c1cn(CC(=O)Nc2cccc(C(F)(F)F)c2)c2ccccc12
 : -4	-2
> C[C@H]1CCCCO[C@@H](CN(C)C(=O)CCC(F)(F)F)[C@@H](C)CN([C@@H](C)CO)C(=O)c2cc(N(C)C)ccc2O1
 : 10	x
> Cc1noc(C)c1S(=O)(=O)N(C)C[C@H]1OCCCC[C@@H](C)Oc2ccc(N(C)C)cc2C(=O)N([C@@H](C)CO)C[C@@H]1C
 : 7	x
> COc1ccc(NC(=O)Nc2ccc3c(c2)C(=O)N([C@@H](C)CO)C[C@H](C)[C@H](CN(C)C)O3)cc1
 : -5	x

6 compounds picked at random from those above:
Results follow in this order: p53 PUMA act	STK33 inh
> CC(C)NC(=O)N(C)C[C@@H]1Oc2ccc(NC(=O)Nc3ccc4c(c3)OCO4)cc2C(=O)N([C@@H](C)CO)C[C@@H]1C
 : x	1
> COc1cc(O)c2c(c1)C1=C[C@H](O)[C@@H](O)C[C@]1(C)OC2=O
 : -7	-1
> C[C@@H]1CCCCO[C@H](CN(C)C(=O)CCCN(C)C)[C@H](C)CN([C@@H](C)CO)C(=O)c2cc(NS(C)(=O)=O)ccc2O1
 : 18	x
> Cc1noc(C)c1S(=O)(=O)N(C)C[C@H]1OCCCC[C@@H](C)Oc2ccc(NS(=O)(=O)c3ccc(Cl)cc3)cc2C(=O)N([C@H](C)CO)C[C@@H]1C
 : 10	-10
> C/C=C/c1cnc2c(c1)C(=O)N([C@H](C)CO)C[C@H](C)[C@H](CN(C)C(=O)Cc1cccnc1)O2
 : 7	x
> C[C@H](CO)N1C[C@H](C)[C@H](CN(C)Cc2ccncc2)Oc2ccc(NC(=O)CCC(F)(F)F)cc2CC1=O
 : 5	-2

Additional results:
Results follow in this order: p53 PUMA act	STK33 inh
> COc1cccc(-c2cc(C#N)c(NC(=O)c3cccc([N+](=O)[O-])c3)o2)c1
 : -8	6
> C[C@@H]1CN([C@@H](C)CO)C(=O)Cc2cc(NC(=O)NC3CCCCC3)ccc2O[C@@H]1CN(C)Cc1ccc2c(c1)OCO2
 : 0	-3
> COc1cccc(NC(=O)Cn2cnc3ccccc3c2=O)c1
 : 13	-1
> C[C@H]1CN([C@@H](C)CO)C(=O)Cc2cc(NS(=O)(=O)c3ccccc3)ccc2O[C@H]1CN(C)S(=O)(=O)c1ccc(F)cc1
 : -1	-3
> COc1cc(OC)c(NC(=O)Cc2ccccc2[N+](=O)[O-])cc1Cl
 : -2	-1
> COc1ccc(S(=O)(=O)NCCCN2CCOCC2)c(C)c1C
 : -13	-1
> Cc1cc(=O)[nH]c(SCC(=O)c2ccccc2)n1
 : 7	-1
> COc1ccc(Cl)cc1NC(=O)CN(Cc1ccccc1)S(C)(=O)=O
 : -10	-3
> COc1cccc2oc(-c3ccccc3)cc(=O)c12
 : -39	1
> Cc1ccc(S(=O)(=O)NCC(=O)Nc2ccccc2F)cc1
 : -8	-1

By substructure: those above with a nitro group on carbon
Results follow in this order: p53 PUMA act	STK33 inh
> COC(=O)CCC(=O)Nc1cc([N+](=O)[O-])ccc1OC
 : -2	4
> COc1cccc(-c2cc(C#N)c(NC(=O)c3cccc([N+](=O)[O-])c3)o2)c1
 : -8	6
> COc1cc(OC)c(NC(=O)Cc2ccccc2[N+](=O)[O-])cc1Cl
 : -2	-1

Only part of the results is shown, so the mix of outcomes need not match the whole.
